TTR transcr act = increases transthyretin transcription; SH-SY5Y TTR promoter Gaussia luciferase, luminescence; 100% = recombinant luciferase protein wells; activation, % at 16.7 µM; hit rate 1.3% among 92,000; AID 1117267;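 active = activation above the mean of all tested compounds plus 3 SD, cut at about 9.5% in these data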;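 also: cells exposed to compounds for one day before reading; 0% = median of all test compound wells on the plate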
Starred values were filed as active, the others as inactive. Some of the compounds tested, so the mix of outcomes need not match the whole.

mol | TTR transcr act
O=C(CSc1ccc(-c2cccnc2)nn1)N1CCCc2ccccc21 | -0.9
Clc1ccc(OCc2nnc(SCCN3CCCCC3)n2Cc2ccco2)cc1 | -1.7
Cc1[nH]n(S(=O)(=O)c2ccccc2)c(=O)c1N=Nc1cccc(Cl)c1 | -0.3
COc1ccc(C2C(C(=O)N3CCN(C)CC3)c3cc(OC)c(OC)cc3C(=O)N2C)cc1 (stereo not drawn) | -0.8
Cc1cc(C)nc(NC(=S)NC(=O)c2ccccc2F)n1 | -0.1
Cc1nn(CC2CC2)c(=O)n1-c1ccc(Oc2ccccc2)cc1 | 0.3
Cc1nc2c(-c3ccccc3)c(C)nn2c(C)c1CCC(=O)NCc1ccco1 | 6.3
Cn1c(=O)n(C)c2cc(N3CCOCC3)c(NC(=O)c3cccc(Cl)c3)cc21 | -0.1
Cc1ccc(OCC(=O)NC(C)c2ccccc2)c([N+](=O)[O-])n1 (stereo not drawn) | 0.0
CCN1CCN(CCC(=O)Nc2ccccc2C)CC1 | 2.0
COc1ccc(CCNC(=O)CSc2nc3[nH]ncc3c(=O)n2-c2ccc(Cl)cc2Cl)cc1OC | 5.2
CCCOc1ccc(C(=O)NNC(=S)NC(=O)c2ccco2)cc1 | -2.8
COC(=O)c1ccc(NN=Nc2ccc(C)cc2)cc1 | 1.4
COc1ccc(N2C(=O)CN=C2Nc2nc(C)cc(C)n2)cc1OC | 2.2
Cc1ccc(CN(C)C(=O)CN2C(=O)NC3(CCCC3)C2=O)o1 | -0.1
CCn1cc(CNC(=O)c2cc(COc3ccc(F)cc3F)on2)cn1 | -2.5
Cc1ccc(N(C(=O)NC2CCCCC2)C2=NCCCCC2)cc1 | -0.6
CCN1/C(=C/c2cc[n+](CCCS(=O)(=O)[O-])c3ccccc23)Sc2ccccc21 | -0.3
CCSc1nnc(NC(=O)c2csc3c2CCC(C)C3)s1 (stereo not drawn) | -0.3
O/N=C(\c1ccc(Cl)cc1)c1cc2ccccc2o1 | -2.5
O=C1CCCC(O)=C1Sc1cc(Cl)c(Cl)cc1Cl | -0.1
COc1cc(O)c(NC(C)=O)c2nonc12 | -0.5
O=c1[nH]c2ccc(Br)cc2o1 | 0.9
O=C(C(c1ccccc1)C(O)c1ccccc1)N1CCOCC1 (stereo not drawn) | -1.3
COC(=O)c1scc(C)c1N1C(=O)c2ccccc2C1=O | 0.1

New compounds follow:
mol | TTR transcr act
O=[N+]([O-])c1cc(-c2ncccn2)c([N+](=O)[O-])s1 | -6.3
CCO[C@H]1OC(C(=O)Nc2ccccc2)=C[C@@H](c2csc3ccccc23)[C@@H]1CCCO | -0.7
O=CC1=C(c2ccccc2)Oc2ccccc2O1 | -4.3
COc1cccc(-c2nc(OC(C)C)c3ccccc3n2)c1 | 1.5
C[C@H](CO)N1C[C@H](C)[C@@H](CN(C)S(=O)(=O)c2ccccc2)Oc2ccc(NC(=O)C3CCCCC3)cc2C1=O | -2.6
Cc1ccc(C)c(NC(=O)CCCCCCCCCCC2COCCO2)c1 (stereo not drawn) | 0.1
CCOC(=O)CN/C=C(\C#N)c1ccccc1 | -1.7
O=C(Nc1ccc(Cl)cc1C(=O)Nc1ccc(Br)cn1)c1ccco1 | -0.6
CC(=O)NC(CC(=O)N(Cc1ccccc1)c1ccc(C)cc1)c1ccccc1 (stereo not drawn) | 3.0
Cc1nc(NC(=O)CCc2ccccc2)ccc1Br | -0.7
CC(=O)Nc1ccc(S(=O)(=O)Nc2ccccc2C(=O)N2CCCC2)cc1 | 0.1
Cc1nccn1CCCNC(=O)CC1C(=O)NCCN1Cc1ccc(Cl)c(F)c1 (stereo not drawn) | 5.0
O=[N+]([O-])c1ccccc1C=NNC(=S)NN=Cc1ccccc1[N+](=O)[O-] | -0.7
COCCCN1C(=O)CC(C(=O)OC)=C1C | -1.0
O=c1[nH]c(=S)[nH]c2nc(-c3cccs3)cc(C(F)(F)F)c12 | 0.2
Cn1nc(-c2ccccc2)c(C#N)c1Sc1cccc(Cl)c1 | 0.3
O=C(CC[C@H]1O[C@@H](n2cnc3c(NC(=O)c4ccccc4)ncnc32)[C@H](O)[C@@H]1O)NCc1ccccn1 | 0.3
Nc1cccc(/C=C/c2ccncc2)c1 | 0.3
CSCCC(NC(=O)c1cc(C(C)(C)C)oc1C)C(=O)O (stereo not drawn) | -1.6
Nc1[nH]c(=O)[nH]c(=O)c1N=Nc1cccc(Cl)c1 | 2.8
COc1ccc(OC)c(NC(=O)c2cc3n(n2)C(C(F)(F)F)CC(c2ccc4c(c2)OCO4)N3)c1 (stereo not drawn) | 1.8
CN(C)S(=O)(=O)c1cccc(NC(=O)CO/N=C(\N)c2ccccc2)c1 | 3.0
Cc1ccc2c(N)c(C#N)sc2n1 | 27*
O=C(Nc1ccc(N2CCOCC2)cc1)C1CCCN(S(=O)(=O)c2ccccc2)C1 (stereo not drawn) | 2.0
CC(OC(=O)c1ccco1)C(=O)NC1CCCCC1 (stereo not drawn) | -0.2

Continuation.
mol | TTR transcr act
Cc1nonc1NC(=O)CSc1ccccn1 | -2.0
NC(=O)C1CC(=O)N(c2ccc(OCc3ccc([N+](=O)[O-])cc3)cc2)C1 (stereo not drawn) | -0.2
O=C(c1ccoc1)N1CCCC(N2CCN(c3cccc(C(F)(F)F)c3)CC2)C1 (stereo not drawn) | -0.1
Cn1ncc(Cl)c1C(=O)NCc1ccco1 | -1.1
O=C(O)c1ccc(N=Cc2c(O)ccc3oc4c(c23)CCCC4)cc1 | -0.5
COc1ccc(OC)c(C2/C(=C(/O)c3cnn(-c4ccccc4)c3C)C(=O)C(=O)N2CCN(C)C)c1 (stereo not drawn) | 2.1
COc1ccc(C2CC(=O)C3=C(C2)Nc2ncnn2C3c2ccccc2C)cc1 (stereo not drawn) | -0.5
CCCCCc1cc(=O)oc2c(C(CCN3CCN(c4ccccc4)CC3)c3ccc(N(C)C)cc3)c(OC)cc(OC)c12 (stereo not drawn) | -0.6
CCCCOC(=O)Oc1ccc2c(=O)c(Oc3cccc(C)c3)coc2c1 | -3.0
O=C(NC(Cc1ccccc1)C(=O)N1CCN(c2ccc(F)cc2)CC1)c1ccccc1 (stereo not drawn) | -2.0
COc1ccc(CCN2C(=O)CCC2(C)c2nnnn2-c2c(C)cccc2C)cc1OC (stereo not drawn) | 2.1
CCN(CC)CCCN(Cc1cc2cc3c(cc2[nH]c1=O)OCCO3)C(=O)Nc1ccc(F)cc1 | -1.7
COc1cccc(NC(=O)CN(C)C(=O)C2=COCCO2)c1 | 1.3
Cc1ccc(S(=O)(=O)N(C)CC(=O)O/N=C(\N)c2cccnc2)cc1 | 1.0
CCOC(=O)n1ccc(C(=O)Nc2ccccc2F)n1 | -1.8
Cc1cc(OCC(=O)NC2CC(C)(C)NC(C)(C)C2)c(C)cc1Br | 1.6
NC(=S)NN=C(Cc1ccccc1)Cc1ccccc1 | -3.1
O=C(CSc1ccc2ccccc2n1)c1ccc2c(c1)OCO2 | -1.9
CC(C)Nc1nnc(SCC(=O)Nc2ccc3c(c2)C(=O)c2ccccc2C3=O)s1 | -3.1
COc1ccc(CCNS(=O)(=O)c2cccc([N+](=O)[O-])c2)cc1OC | -0.1
CC(/C=N/Nc1nc2ccccc2[nH]1)=C\c1ccccc1 | -2.9
Oc1cccc2ccc(/C=C/c3c(F)cccc3Cl)nc12 | -3.3
O=C(CCCN1C(=O)c2cccc3cccc(c23)C1=O)N1CCN(c2ncccn2)CC1 | -1.4
[N-]=C=C1C(=O)NC(=O)C([n+]2ccc(-c3ccncc3)cc2)C1c1ccccc1C(F)(F)F (stereo not drawn) | 1.0
COc1ccc(-c2cc(=O)c3c(O)c(OC)c(OC)c(OC)c3o2)cc1 | -0.2

4 entries from above, field by field:
> Cn1nc(-c2ccccc2)c(C#N)c1Sc1cccc(Cl)c1
  TTR transcr act = 0.3
> O=C(CC[C@H]1O[C@@H](n2cnc3c(NC(=O)c4ccccc4)ncnc32)[C@H](O)[C@@H]1O)NCc1ccccn1
  TTR transcr act = 0.3
> Nc1cccc(/C=C/c2ccncc2)c1
  TTR transcr act = 0.3
> CSCCC(NC(=O)c1cc(C(C)(C)C)oc1C)C(=O)O (stereo not drawn)
  TTR transcr act = -1.6

Continued:
mol | TTR transcr act
COc1cccc(C(=O)NN/C(C)=C/C(=O)C(F)(F)C(F)(F)C(F)(F)F)c1 | 1.9
CC(C)C(C)NC(=O)COc1nc2ccccc2nc1N(C)C1CCCCC1 (stereo not drawn) | 0.1
CCn1cc(C(=O)O)c(=O)c2cc(F)c(N3CCN(C(=S)NC(=O)c4ccc(F)c(F)c4)CC3)cc21 | -1.6
O=C(NNC(=S)NCc1ccc(Cl)cc1)c1cccnc1 | 1.2
O=C(COc1ccccc1)Nc1ccc([N+](=O)[O-])cc1 | -1.2
Cc1ccc(-c2csc(NS(=O)(=O)c3cccc(F)c3)n2)o1 | 0.8
CNc1ccccc(-c2ccc3cc4c(cc3n2)OCO4)c1=O | -0.1
CC1N(C)c2cc(NC(=O)c3cccs3)c(P(=O)(Nc3ccc([N+](=O)[O-])cc3)N3CCOCC3)cc2C1(C)C (stereo not drawn) | -1.2
Cc1ccc(-c2cc(C(F)F)n3ncc(C(=O)NN4CCCCC4)c3n2)cc1 | -1.8
CCN(CC)C(=O)O[C@H]1CC[C@@]23CCCN2C(=O)CCC[C@H]3[C@H]1C | 0.8
Cc1ccc(-n2c(SCC(=O)NCC3CCCO3)nc3ccccc3c2=O)cc1 (stereo not drawn) | -0.3
O=C(NCc1ccc(F)cc1)c1cc(-c2ccncc2)nc2ccccc12 | -2.9
O=S1(=O)c2c(cccc2N2CC[C@@H](O)C2)O[C@H]2CCN1C2 | -0.8
Cc1ccn2c(Nc3ccc4c(c3)OCO4)c(-c3ccccn3)nc2c1 | 1.2
Cn1c(=O)cc(OCCCC(=O)NCCC2=CCCCC2)c2ccccc21 | -1.6
COc1cccc(-c2cc(C(=O)N3CCN(C(c4ccccc4)c4ccccc4)CC3)no2)c1 | -2.5
CNC(=O)/C(=C\c1ccco1)NC(=O)c1ccco1 | 0.2
COc1ccc(Cl)cc1S(=O)(=O)N1CCCC(C(=O)N2CCOCC2)C1 (stereo not drawn) | 0.9
CCOC(=O)CSC1=C(C#N)C(c2ccc(Cl)cc2)CC(=O)N1 (stereo not drawn) | 1.2
COCC(C)NC(=O)c1cc(-c2ccccc2OC)on1 (stereo not drawn) | -0.2
COc1ccc(CC(=O)OCC(=O)Nc2ccc(Cl)cn2)cc1 | 3.9
COc1ccc(OC)c(S(=O)(=O)NCc2cccnc2)c1 | -2.4
Cc1ccc(C(=O)Nc2ccc3c(c2)CCC3)o1 | -3.7
CC/C(=N\NC(=O)c1ccc(Br)cc1)c1ccccc1 | -1.4
C(=N\Nc1ccc2nncn2n1)/c1ccco1 | 3.6

Other entries.
mol | TTR transcr act
Cc1cc(C(=O)OCC(=O)N(C)C2CCS(=O)(=O)C2)c(C)n1-c1ccccc1 (stereo not drawn) | 1.9
Cn1c(NC(=O)c2cc(-c3ccc4c(c3)OCO4)nc3ccccc23)cc(=O)n(C)c1=O | 0.8
O=C(CSc1nc(O)c(C2CCCCC2)c(=O)[nH]1)Nc1ccc(Cl)cc1 | -4.5
CCC(C)(C)NC(=O)C(c1cccc(OC)c1OC)N(C(=O)CCC(=O)Nc1cc(C)on1)C(C)C (stereo not drawn) | 0.1
C/C(=N/NC(=O)c1sc(=S)n(C)c1C)c1ccccc1 | 6.6
Cc1cc(C(=O)COC(=O)C2=COCCO2)c(C)n1-c1ccc2c(c1)OCO2 | -0.4
COc1cc2nc(CN(C)Cc3ccc(F)cc3)[nH]c(=O)c2cc1OC | 0.8
S=c1[nH]nc(-c2ccco2)n1/N=C/c1ccccc1Cl | -1.4
CCOC(=O)CCCCCC(=O)Nc1ccc2c(c1)C(=O)N([C@@H](C)CO)C[C@H](C)[C@H](CN(C)C(=O)NC(C)C)OCCCC[C@H](C)O2 | -1.3
O=C(O)/C=C/C(=O)NC1CCCCCCCCCCC1 | 3.3
Cc1ccsc1/C=N/NC(=O)Cn1cnc2ccccc21 | -2.1
O=C(O)c1cn(Cc2ccccn2)c(=O)c2ccccc12 | -1.9
Cc1cc(C)cc(NC(=O)CN2C(=O)C3CC=CCC3C2=O)c1 (stereo not drawn) | 3.3
C=CCN1C(=O)C(C)(C)N(C(C)=O)c2ccccc21 | 0.5
O=C1[C@H]2[C@@H](C3CC3)N3C(=O)CN(Cc4ccccn4)C(=O)[C@@]3(Cc3ccccc3)[C@H]2C(=O)N1c1ccccc1 | 1.0
Cc1ccc(S(=O)(=O)N2CCCCC2)cc1NC(=O)CNc1ccccc1N1CCCC1=O | -0.1
O=C(NCCCN1CCCC1=O)c1ccc([N+](=O)[O-])s1 | 1.6
CC(O)CNCCOc1ccccc1-c1ccccc1 (stereo not drawn) | -1.2
Cc1noc(C)c1NC(=O)N(C)C[C@H]1Oc2c(NC(=O)Nc3ccc4c(c3)OCO4)cccc2C(=O)N([C@H](C)CO)C[C@@H]1C | -1.6
O=S1(=O)CCN(Cc2ccccc2)CC1 | 1.9
Cc1ccc(C2=NN(CCC#N)C(=O)CO2)cc1 | 1.5
NS(=O)(=O)c1ccc(NNC(=O)c2ccccc2)cc1 | -0.3
Cc1cc([N+](=O)[O-])ccc1NC(=S)NC1CCCC1 | 0.6
Cc1ccc(OCCC(=O)OCc2csc(CC(=O)Nc3ccccc3C)n2)cc1 | 1.5
CCc1c(C)nc2ncnn2c1N1CCCC(C(=O)NCc2ccco2)C1 (stereo not drawn) | 0.9

Looked up one by one from above (4):
mol | TTR transcr act
S=c1[nH]nc(-c2ccco2)n1/N=C/c1ccccc1Cl | -1.4
Cc1noc(C)c1NC(=O)N(C)C[C@H]1Oc2c(NC(=O)Nc3ccc4c(c3)OCO4)cccc2C(=O)N([C@H](C)CO)C[C@@H]1C | -1.6
Cn1c(NC(=O)c2cc(-c3ccc4c(c3)OCO4)nc3ccccc23)cc(=O)n(C)c1=O | 0.8
CCC(C)(C)NC(=O)C(c1cccc(OC)c1OC)N(C(=O)CCC(=O)Nc1cc(C)on1)C(C)C (stereo not drawn) | 0.1
